# Screening results deposited in PubChem by The Scripps Research Institute Molecular Screening Center.
# PRMT1 FP inh: inhibitors of human PRMT1; recombinant PRMT1, activity-based probe fluorescence polarization; 1.3% of 370,000 active; inhibition, % at 2.79 µM; Q99873;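 active = inhibition above about 21% made by adding two undisclosed values, limit read from the data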
# MBD2 DNA inh: inhibitors of human MBD2 binding to methylated oligonucleotide; Q9UBB5; AID 686964; TR-FRET; inhibition, % at 4.4 µM; 0.31% of 370,000 active; in the data active = inhibition above about 13%
# Target sequence (Q9UBB5 whole entry, looked up): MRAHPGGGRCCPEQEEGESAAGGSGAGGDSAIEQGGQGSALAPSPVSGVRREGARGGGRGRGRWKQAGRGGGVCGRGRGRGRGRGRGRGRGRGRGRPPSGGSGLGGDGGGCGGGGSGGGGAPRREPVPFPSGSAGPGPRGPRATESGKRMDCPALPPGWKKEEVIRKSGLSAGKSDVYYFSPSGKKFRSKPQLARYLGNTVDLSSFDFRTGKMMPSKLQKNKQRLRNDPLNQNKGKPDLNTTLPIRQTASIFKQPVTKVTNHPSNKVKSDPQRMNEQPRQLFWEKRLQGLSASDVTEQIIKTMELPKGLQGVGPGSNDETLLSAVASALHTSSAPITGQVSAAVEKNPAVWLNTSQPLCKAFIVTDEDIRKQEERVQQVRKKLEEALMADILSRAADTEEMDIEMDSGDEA
# DDE Tn6 FP inh: inhibitors of Tn6 peptide binding to human fibrin DD(E) | 0.21% of 370,000 active | AID 720509 | inhibition, % at 8.3 µM | Fibrin DD(E) TRITC-Tn6 fluorescence polarization displacement;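 active = inhibition above a per-campaign cutoff: mean of compounds within control limits plus 3 SD, cut at about 15% in these data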;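 also: 0% = median of all compound wells on the plate and 100% = blocking peptide control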
# UHRF1 binding: blocks human UHRF1 binding to methylated DNA; Q96T88; UHRF1 binding to methylated oligo, TR-FRET; inhibition, % at 4.4 µM; 0.75% of 370,000 active; AID 687016; in the data active = inhibition above about 21%;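 also: UHRF1 SRA domain binding a hemimethylated CpG hairpin DNA probe; 0% = median of test compound wells and 100% = reference inhibitor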
# LEDGF integ inh: blocks HIV-1 LEDGF/p75-dependent DNA integration. inhibition, % at 3.7 µM. TR-FRET IN-LEDGF/p75 DNA integration, Eu/Cy5. 0.64% of 370,000 active;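 active = inhibition above the screen-wide mean plus 3 SD, cut at about 13% in these data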;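 also: signal is the Cy5 over europium emission ratio at 671 and 618 nm; 0% = plate median of compound wells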
# TCR CD3 inh: blocks the human TCR-CD3 interaction | inhibition, % at 9.4 µM | 0.37% of 360,000 active | TAMRA-labeled TCR probe fluorescence, biochemical; in the data active = inhibition above about 19%;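 also: recombinant mutant TCR 2C K166C tagged with TAMRA read by polarization; 0% = receptor in buffer alone and 100% = receptor with positive control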
# SIAE primary: inhibitors of human sialic acid acetylesterase SIAE; AID 1053197; SIAE FP-Rh probe binding, fluorescence polarization; Q9HAT2; inhibition, % at 9.66 µM; 0.69% of 370,000 active;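 active = inhibition above a cutoff: mean of compounds within the control limits plus 3 SD of those, cut at about 17% in these data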;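 also: 0% = plate median of compound wells and 100% = probe without SIAE protein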
# Target sequence (Q9HAT2 whole entry, looked up): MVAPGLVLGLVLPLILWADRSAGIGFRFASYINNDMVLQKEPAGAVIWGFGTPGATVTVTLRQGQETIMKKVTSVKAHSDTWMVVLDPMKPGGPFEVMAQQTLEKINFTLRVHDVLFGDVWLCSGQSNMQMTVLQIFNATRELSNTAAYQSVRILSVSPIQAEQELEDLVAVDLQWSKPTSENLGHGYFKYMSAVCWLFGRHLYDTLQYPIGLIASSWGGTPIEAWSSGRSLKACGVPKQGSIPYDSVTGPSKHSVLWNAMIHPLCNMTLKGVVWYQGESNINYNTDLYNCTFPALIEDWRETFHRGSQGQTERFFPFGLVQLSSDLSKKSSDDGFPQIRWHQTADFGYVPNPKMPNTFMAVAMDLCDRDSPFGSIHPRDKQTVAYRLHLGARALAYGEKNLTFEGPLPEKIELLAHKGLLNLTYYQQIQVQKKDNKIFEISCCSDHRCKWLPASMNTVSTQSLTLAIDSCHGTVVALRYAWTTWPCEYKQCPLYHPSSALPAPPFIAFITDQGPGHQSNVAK
# DDE Tn7 FP inh: disrupts Tn7 cyclic peptide binding to fibrin D-Dimer-E complex; P02675; FP displacement of FITC-Tn7 peptide from fibrin DD(E); 0% = median of compound wells per plate; inhibition, % at 8.3 µM; 0.13% of 370,000 active;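 active = inhibition above the mean of compounds falling within the control limits plus 3 SD of them, cut at about 14% in these data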;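 also: 0% = plate median of compound wells and 100% = 10 µM Aha-Tn7 peptide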
#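 Also added: labelled Tn7 tracer, 0.1 µM; Assay system: human fibrin DD(E) protein; Amount: 2 µM fibrin DD(E); Schedule: 10 min compound pre-incubation, 3 h probe incubation at room temperature; Repeats: one replicate per compound; Read-out basis: percent inhibition; Measured by: fluorescence polarization of the labelled Tn7 tracer.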
# TDP2 inh: blocks human TDP2 phosphodiesterase activity; O95551; recombinant TDP2, T5PNP hydrolysis, p-nitrophenol absorbance 415 nm; inhibition, % at 12.8 µM; 0.34% of 370,000 active; AID 720702;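 active = inhibition above the mean of all tested compounds plus 3 SD, set per campaign, cut at about 25% in these data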;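 also: 0% = DMSO with enzyme and 100% = buffer with substrate but no TDP2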
#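 Assay system: Recombinant human TDP2 | Quantity: 120 nM TDP2 per well | Incubation: 2 h at 37 °C | Signal: Epi absorbance | Evaluation: Percent inhibition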
# proKLK7 act: proKLK7 (human) activation, primary screen; purified proKLK7, EDANS-DABCYL substrate fluorescence; 100% is mature enzyme control, 0% vehicle; 0.9% of 370,000 active; activation, % at 7 µM;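 active = activation above the mean of all tested compounds plus 3 SD, computed per campaign excluding outliers beyond control limits, cut at about 13% in these data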
# Numbers without * were called inactive; nt = not tested or not shown. Compounds were not picked by outcome; overall some 4.6% were active at least once.
SMILES,PRMT1 FP inh,MBD2 DNA inh,DDE Tn6 FP inh,UHRF1 binding,LEDGF integ inh,TCR CD3 inh,SIAE primary,DDE Tn7 FP inh,TDP2 inh,proKLK7 act
CN(c1ccccc1)S(=O)(=O)c1cc(C(=O)OCC(=O)c2c(N)n(C)c(=O)n(C)c2=O)ccc1Cl,6.2,-0.1,-7.1,3.4,-9.0,-2.7,-41.7,-0.4,-11.0,0.9
Cc1nn2c(-c3cccc(NC(=O)c4ccco4)c3)nnc2c2ccccc12,1.4,0.4,12.1,-7.7,0.4,19.6*,-41.3,-0.1,-12.8,-0.9
FC(F)(F)c1cccc(CNc2ncccc2-c2nc3cc(Cl)ccc3o2)c1,0.1,0.8,3.0,-1.0,1.6,2.7,1.4,0.1,5.9,-0.1
O=c1[nH]c(=S)n(-c2cccc(C(F)(F)F)c2)c(O)c1C=NCCN1CCNCC1,1.4,-1.2,0.0,-2.6,0.6,0.4,-9.8,3.2,-6.1,-0.1
Cc1cccc(NC(=O)CNC(=O)c2cn(Cc3ccccc3)nc2-c2cccnc2)c1C,1.6,0.0,5.2,1.8,1.0,-3.6,4.0,12.3,-2.4,-0.3
O=C(Cc1cccc(NC(=O)C2CCCN(C(=O)C3CCCC3)C2)c1)Nc1cccc(C(=O)N2CCOCC2)c1 (stereo not given),1.7,3.4,5.2,2.1,-4.6,4.0,4.3,3.5,6.6,0.0
O=C(Cn1cnc2cc([N+](=O)[O-])ccc2c1=O)N1CCN(S(=O)(=O)c2ccccc2)CC1,1.5,-2.6,-8.3,0.0,-6.1,-3.4,0.0,0.2,9.2,-0.5
CCN(CC)C(=O)CSc1nc2ccccc2c(=O)n1CCC(=O)N1CCN(c2ccccc2)CC1,-4.4,-5.1,7.1,-4.5,0.1,2.1,-0.6,1.6,13.7,0.4
CCCOc1cccc(C(=O)NCCCNC(=O)c2ccccn2)c1,6.1,-0.1,4.8,48.4*,0.9,0.0,-3.6,-0.8,6.3,-0.1
Fc1ccccc1Nc1nc2ccccc2o1,-0.5,0.5,-3.5,0.3,-2.1,1.8,-0.4,-5.7,-4.7,-0.3
COc1ccc(N(CC(=O)NCc2ccccc2C)S(=O)(=O)c2ccccc2[N+](=O)[O-])c(OC)c1,1.3,0.3,3.8,-1.4,-1.8,1.6,-3.2,0.9,-5.5,-0.1
O=C(Cc1cc(=O)[nH][nH]1)N/N=C/c1ccccc1C(F)(F)F,-4.1,-3.7,3.9,-6.7,2.2,nt,6.4,-3.6,-3.1,0.4
COc1ccc(N2CCN(CCNS(=O)(=O)c3cccs3)CC2)cc1,5.8,2.1,2.5,0.9,-2.4,nt,2.8,-1.2,4.1,0.0
CCOC(=O)Nc1cc(C(=O)OCC)c(C)nc1C,-1.9,1.0,1.6,-1.6,-0.7,-0.4,7.7,2.0,5.9,0.1
COC(=O)Cn1c(=NC(=O)c2cc(-c3cccs3)nc3ccccc23)sc2cc(S(N)(=O)=O)ccc21,1.1,5.9,-0.6,2.3,-0.7,57.3*,-63.5,-0.6,-6.4,-82.7
COc1ccc(OC)c(CC(NC(C)=O)C(=O)NC2CCN(S(=O)(=O)c3ccc(NC(C)=O)cc3)CC2)c1 (stereo not given),4.2,6.8,-8.9,3.8,-3.1,-4.5,1.2,-0.3,-8.0,0.4
O=C(c1ccccc1)N1CCN(CC(O)Cn2ccc3ccccc32)CC1 (stereo not given),3.5,-3.3,0.0,-0.3,-5.9,1.1,0.5,6.0,7.4,0.8
O=C(C(=O)N1CCOCC1)c1cn(CC(=O)N2CCCCC2)c2ccccc12,-4.0,-0.8,-1.9,2.0,2.3,6.6,-3.6,-1.1,4.5,0.1
CC(=O)c1nn(-c2cccc(Br)c2)cc1C(=O)c1cccc2ccccc12,5.7,2.2,2.2,2.5,-4.3,-3.0,-13.9,5.9,-3.2,0.3
Cc1ccccc1OCCCC(=O)Nc1ccc(N2CCOCC2)cc1,4.3,-6.3,-2.5,-1.2,1.3,2.5,6.4,5.2,-12.0,0.1

# An excerpt from above in order of count of non-hydrogen atoms, descending.
SMILES,PRMT1 FP inh,MBD2 DNA inh,DDE Tn6 FP inh,UHRF1 binding,LEDGF integ inh,TCR CD3 inh,SIAE primary,DDE Tn7 FP inh,TDP2 inh,proKLK7 act
COc1ccc(OC)c(CC(NC(C)=O)C(=O)NC2CCN(S(=O)(=O)c3ccc(NC(C)=O)cc3)CC2)c1 (stereo not given),4.2,6.8,-8.9,3.8,-3.1,-4.5,1.2,-0.3,-8.0,0.4
CN(c1ccccc1)S(=O)(=O)c1cc(C(=O)OCC(=O)c2c(N)n(C)c(=O)n(C)c2=O)ccc1Cl,6.2,-0.1,-7.1,3.4,-9.0,-2.7,-41.7,-0.4,-11.0,0.9
Cc1ccccc1OCCCC(=O)Nc1ccc(N2CCOCC2)cc1,4.3,-6.3,-2.5,-1.2,1.3,2.5,6.4,5.2,-12.0,0.1

# Further compounds follow.
SMILES,PRMT1 FP inh,MBD2 DNA inh,DDE Tn6 FP inh,UHRF1 binding,LEDGF integ inh,TCR CD3 inh,SIAE primary,DDE Tn7 FP inh,TDP2 inh,proKLK7 act
O=C(CCC1CCCN(C(=O)c2ccco2)C1)NCc1ccccc1F (stereo not given),0.1,-3.2,-4.8,-0.7,0.0,2.0,-4.6,-8.4,9.1,0.5
CC1(c2nnc(-c3ccc(Cl)cc3)o2)CC(c2ccc(Cl)cc2)=NO1 (stereo not given),-2.1,-2.1,4.2,-0.8,-1.3,8.1,1.5,-0.7,-3.5,-0.5
COCc1cc(N2CCN(C(=O)OC(C)(C)C)C[C@@H]2C)ccc1N1CCS(=O)(=O)CC1,-4.0,2.1,5.2,0.3,1.1,4.5,-2.6,-7.4,2.2,0.0
C[C@H](CO)N1C[C@H](C)[C@H](CN(C)C(=O)c2cc(-c3ccccc3)on2)OCc2cnnn2CCCC1=O,0.2,4.3,-2.1,2.9,0.0,5.2,3.8,3.2,5.5,-0.1
O=C(COC(=O)CN1C(=O)C2CCCCC2C1=O)Nc1ccc(S(=O)(=O)N2CCOCC2)cc1 (stereo not given),-1.4,-1.5,5.4,1.2,-1.7,2.6,-2.3,1.8,8.0,-0.2
CCC(=O)n1nc(-c2ccc(OC)cc2)nc1SC,3.1,1.8,0.8,2.3,2.0,-3.7,3.0,3.8,7.1,-0.2
Nc1cc(C(F)(F)F)ccc1NCCc1ccccn1,2.5,-0.7,-1.6,-0.3,0.9,-1.4,5.9,-0.7,1.4,0.6
C1=C2C[N+]3(CCCC3)CC2Cc2ccc3ccccc3c21 (stereo not given),-3.0,4.3,-4.0,3.1,-0.2,-0.8,10.4,2.7,-3.0,-0.8
COc1ccc(/C=N/Nc2cc(C)nc(N)n2)cc1,-1.5,-4.4,-7.8,-5.5,0.5,-2.0,4.7,-4.5,-3.0,-0.1
O=C(CSc1nnnn1C1CC1)N1CCN(c2cccc(Cl)c2)CC1,1.7,3.3,-3.0,-0.9,-1.1,-1.5,5.0,5.4,-3.1,-0.4
Cc1cc2ccccc2c(=O)n1CC(=O)NCC(=O)N(C)Cc1ccccc1,0.9,-5.4,7.7,1.3,4.2,-2.9,3.1,-1.4,-2.3,-0.5
CCOC(=O)[C@@]12CCC3=C1N(CCC3)C(=O)[C@H](CC(=O)NCC13CC4CC(CC(C4)C1)C3)C2,-1.9,-1.4,11.2,-0.4,0.3,nt,-1.6,0.5,2.7,0.1
CCNc1nc(CN2CCOCC2)nc2sc3c(c12)CCC3,-2.9,-5.6,4.2,0.7,0.1,4.1,-0.2,3.2,4.7,-1.4
O=C(NCCc1nc2ccccc2[nH]1)/C(=C/c1ccco1)NC(=O)c1ccco1,7.7,0.8,-1.8,0.6,-4.5,-1.8,-4.8,-2.4,-6.0,0.3
CS(=O)(=O)N1CCN(c2ccc(NC(=S)NC(=O)c3ccccc3[N+](=O)[O-])cc2)CC1,-1.3,4.6,0.9,1.6,-0.1,2.8,20.4*,2.6,-14.6,-0.5
O=C(OCCCCSc1nnc(-c2cccc3ccccc23)o1)c1ccc(F)cc1,-1.9,-1.9,1.8,-1.5,-0.5,nt,-3.3,0.2,5.6,nt
COc1ccc(NC(=O)CCc2c(C)nn(-c3ccc(N4CCOCC4)nn3)c2C)cc1,2.2,-3.6,-5.6,0.4,1.2,-1.0,2.3,-1.9,17.8,0.0
COc1ccccc1/C=N/NC(=O)C(=O)Nc1ccccc1OC(F)(F)C(F)F,-1.3,1.9,3.2,1.4,-2.4,-2.3,-2.3,6.8,5.3,-0.6
O=C(Nc1ccc(Cl)cc1)C1CCN(C(=O)c2cccs2)CC1,0.0,-0.1,0.2,-1.1,0.7,0.1,-6.0,-10.2,-6.5,-0.3
C[C@H](CO)N1C[C@H](C)[C@@H](CN(C)Cc2ccc(C(=O)O)cc2)OCCCC[C@H](C)Oc2ccc(NC(=O)CCC(F)(F)F)cc2C1=O,-3.0,1.0,-2.4,1.6,1.0,3.8,2.1,-0.3,8.4,0.1
CN(C)S(=O)(=O)n1cc(/C=C(\NC(=O)c2ccccc2F)C(=O)NCCCn2ccnc2)c2ccccc21,-2.6,-0.7,-0.5,-0.9,0.1,3.4,-7.2,0.5,-10.7,0.9
COc1cccc(NC(=O)CN2C(=O)NC3(CCCCCC3)C2=O)c1,2.7,7.8,15.3*,2.5,-0.2,-2.3,5.3,4.9,1.0,-0.2
CS(=O)(=O)N1CC(C(=O)NN)Oc2ccc(Cl)cc21 (stereo not given),4.8,-1.5,-4.3,5.1,-2.0,-5.6,-7.9,-5.5,-12.6,0.0
CCN(c1ccccc1)S(=O)(=O)c1cccc(C(=O)NCC(c2ccco2)N2CCCC2)c1 (stereo not given),-0.8,5.0,0.5,-2.3,0.1,6.0,-2.7,-3.0,3.1,0.2
CC1(C)COC(c2ccc(F)c([N+](=O)[O-])c2)=N1,-0.2,-8.3,-4.0,-3.5,1.0,2.8,-6.0,-4.6,-9.6,0.5
COc1cccc(CN2CCC(C(=O)Nc3ccc(Oc4cccnc4)cc3)CC2)c1,-7.5,-2.6,-2.9,-1.5,0.5,6.7,-4.8,-1.4,-4.4,-0.7
Cn1c2ccccc2c(=O)c2ccc(F)cc21,-3.0,-1.8,5.4,-11.1,-0.1,3.4,-0.4,8.2,-1.4,12.7*
O=C(c1ccccc1NS(=O)(=O)c1cccc(C(F)(F)F)c1)N1CCc2ccccc21,-1.9,-2.6,5.2,1.1,-1.6,4.9,-1.5,-0.3,7.5,0.0
CC1=CC2=NC(=O)/C(=C/c3cccs3)C(=N)N2O1,4.6,5.5,1.3,2.1,-1.0,-4.0,-0.9,3.1,-6.2,0.1
CCn1c2ccccc2c2cc(NC(=O)CSc3nnc(C4CC4)n3Cc3ccco3)ccc21,5.7,-4.1,-1.2,0.1,-2.8,3.4,3.2,-4.9,3.1,-1.2
Cc1ccc(C(=O)O/N=C(\N)Cc2cccs2)cc1[N+](=O)[O-],-1.9,3.4,-7.1,0.3,3.0,1.4,3.4,-3.3,-2.4,0.5
CN(C)c1ccc(-c2ccnc3c2CC(C)(C(=O)Nc2ccccc2)O3)cc1 (stereo not given),2.9,4.0,5.6,2.3,-3.0,-4.3,-3.0,3.4,10.8,-5.1
COCC#Cc1ccc(CC[C@H]2O[C@H]3CC[C@@H](CO)O[C@H]3C[C@H]2n2cc(C3CC3)nn2)cc1,-3.3,2.0,-1.4,3.0,5.4,nt,-2.7,-4.6,-2.8,0.1
